Assay outcomes deposited in PubChem by Sanford-Burnham Center for Chemical Genomics.
697 NFkB inh: inhibitors of PMA/ionomycin-induced NF-kB reporter, 697 cells, primary screen, B-cell NF-kB inhibitor project, cell-based, luminescence, uHTS | inhibition, % at 4 µM | 330,000 tested, 0.33% active | AID 435022, 2010 | 697 B-cell NF-kB luciferase reporter, 16 h; in the data active = inhibition above about 35%
Apaf1 inhib: inhibitors of human Apaf-1 apoptosome, primary screen, biochemical, DEVD-Rh110 fluorescence, uHTS; Apoptotic protease-activating factor 1 (Homo sapiens), O14727; reconstituted apoptosome caspase-3 activity; inhibition, % at 20 µM; 330,000 tested, 0.71% active; AID 489030, 2010; active = inhibition of at least 40% at 20 µM;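 note: plate controls were DMSO wells for no effect and DEVD-CHO caspase inhibitor wells for full effect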
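Assay system – apoptosome proteins · Medium – Hepes buffer, pH 7.5 · Also added – cytochrome c with DEVD-Rh110 · Timing – 30 min compound preincubation, 50 min activation, room temperature · Detection – Rh110 fluorescence, excitation 480 nm, emission 540 nm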
SENP8 inh: SENP8 protease inhibitors, primary screen, biochemical, luminescence; purified SENP8, Z-RLRGG-aminoluciferin cleavage; inhibition, % at 10 µM; 330,000 tested, 1.2% active; AID 2540, 2010
SENP7 inh: SENP7 protease inhibitors, primary screen, biochemical, luminescence, uHTS | Sentrin-specific protease 7 (Homo sapiens), Q9BQF6 | AID 434973, 2010 | recombinant SENP7, Z-RLRGG-aminoluciferin luminescence, 40 min | inhibition, % at 5 µM | 330,000 tested, 1.5% active;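 active = inhibition above about 50% at the single test dose, limit read from the data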;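 note: plate controls were DMSO with enzyme for no effect and no enzyme buffer wells for full effect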
HKDC1 inhibitor: HKDC1 hexokinase inhibitors, primary screen, biochemical, fluorescence, uHTS | recombinant HKDC1, G6PDH/diaphorase resazurin coupled fluorescence | AID 493160, 2011 | 340,000 tested, 0.16% active | inhibition, % at 20 µM | Q2TB90;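 active = inhibition above about 35% when tested at 20 µM, limit read from the data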;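 note: plate controls were DMSO wells with enzyme for no effect and DMSO wells lacking enzyme for full effect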
Target sequence (Q2TB90 whole entry, looked up): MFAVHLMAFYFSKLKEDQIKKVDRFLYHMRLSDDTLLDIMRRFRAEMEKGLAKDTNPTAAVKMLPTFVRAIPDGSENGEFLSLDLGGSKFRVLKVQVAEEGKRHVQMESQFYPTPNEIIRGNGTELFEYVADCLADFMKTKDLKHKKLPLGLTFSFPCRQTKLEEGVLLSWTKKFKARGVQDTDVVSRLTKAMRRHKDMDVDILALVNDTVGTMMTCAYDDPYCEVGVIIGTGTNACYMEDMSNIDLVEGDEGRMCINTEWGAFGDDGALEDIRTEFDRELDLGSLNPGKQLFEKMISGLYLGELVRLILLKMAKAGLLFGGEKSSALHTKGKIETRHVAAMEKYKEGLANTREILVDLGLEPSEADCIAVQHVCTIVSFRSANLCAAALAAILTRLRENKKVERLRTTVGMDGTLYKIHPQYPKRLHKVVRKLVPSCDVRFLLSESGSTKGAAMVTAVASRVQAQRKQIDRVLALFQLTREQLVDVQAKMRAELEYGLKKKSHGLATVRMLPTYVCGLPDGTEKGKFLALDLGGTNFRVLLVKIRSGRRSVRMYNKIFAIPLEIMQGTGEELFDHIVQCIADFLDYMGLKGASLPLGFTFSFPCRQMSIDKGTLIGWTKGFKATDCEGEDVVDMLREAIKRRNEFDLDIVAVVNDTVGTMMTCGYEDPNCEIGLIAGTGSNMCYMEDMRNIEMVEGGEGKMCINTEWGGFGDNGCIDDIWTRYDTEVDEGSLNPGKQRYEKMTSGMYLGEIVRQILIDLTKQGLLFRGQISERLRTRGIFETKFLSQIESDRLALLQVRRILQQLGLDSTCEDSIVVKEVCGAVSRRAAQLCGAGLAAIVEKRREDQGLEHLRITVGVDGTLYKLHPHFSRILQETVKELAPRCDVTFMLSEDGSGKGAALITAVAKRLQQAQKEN
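Material – in-house recombinant HK5 (HKDC1) enzyme · Quantity – HKDC1 at 5 µg/mL · Buffer or medium – pH 8.0 Tris buffer with 10 mM MgCl2 · Reagent – glucose with 1 mM ATP · Dosing – single 20 µM dose · Times – reaction time 90 min, room temperature, protected from light · Technique – resorufin fluorescence at 613 nm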
Gli-Sufu antag: Gli-Sufu pathway antagonists, primary screen, luciferase luminescence, Sufu-KO-LIGHT cells, uHTS; 340,000 tested, 0.74% active; inhibition, % at 5 µM; AID 588413, 2011; Sufu-KO-LIGHT fibroblasts, Gli luciferase reporter luminescence;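 active = inhibition above about 55%, limit read from the data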;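 note: 0% = DMSO-treated cells and 100% = wells with medium but no cells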
Jurkat NFkB inh: inhibitors of induced NF-kB luciferase reporter, primary screen, TCR NF-kB activation inhibitor project, cell-based, luminescence, uHTS; Jurkat, PMA/ionomycin-induced NF-kB luciferase reporter; inhibition, % at 4 µM; 330,000 tested, 0.53% active; AID 435003, 2010
UBC13 inh: UBC13 polyubiquitin chain formation inhibitors, primary screen, biochemical, TR-FRET, uHTS; Ubiquitin-conjugating enzyme E2 N (Homo sapiens), P61088; inhibition, % at 20 µM; 330,000 tested, 0.47% active; AID 485273, 2010; in the data active = inhibition above about 45%, passing the limit was not always enough
Target sequence (P61088 whole entry, looked up): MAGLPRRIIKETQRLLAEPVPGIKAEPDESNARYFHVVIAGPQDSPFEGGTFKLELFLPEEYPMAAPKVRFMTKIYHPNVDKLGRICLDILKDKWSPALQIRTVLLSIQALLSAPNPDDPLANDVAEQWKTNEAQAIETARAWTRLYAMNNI
The depositor's hits bear a star; / = not tested or not shown. Cut-off read from the data, not from the text of the source, unless noted: active = inhibition above about 50%; inactive = the rest.

structure,697 NFkB inh,Apaf1 inhib,SENP8 inh,SENP7 inh,HKDC1 inhibitor,Gli-Sufu antag,Jurkat NFkB inh,UBC13 inh
CCC1Oc2ccc(C)cc2N(CC(=O)NCc2ccccc2OC)C1=O (stereo not given),10,9,4,1,-6,2,-9,-3
CC1(C)Cc2c(sc(NC(=O)C(=O)N3CCN(CCO)CC3)c2C(N)=O)CO1,16,-10,-4,7,3,0,5,39
CCOC(=O)c1sc(=S)n(-c2ccc(F)c(F)c2)c1N,3,-15,9,3,-10,2,10,4
CCN(CCCNC(=O)CCCN1C(=O)COc2ccc(C)cc21)c1cccc(C)c1,1,2,2,5,8,2,-11,13
COc1cc(-c2nc3ccccn3c2/N=C/c2cc(OC)c(OC)c(OC)c2)ccc1O,32,-14,-11,-4,3,-51,1,13
CC(=O)Nc1ccc(S(=O)(=O)NC2C3(C)CCC(C3)C2(C)C)cc1 (stereo not given),-6,-4,0,11,-6,2,-1,-4
COc1cc2c(cc1OC)CN(c1ccc([N+](=O)[O-])cc1C#N)CC2,12,-2,3,0,-3,3,4,-10
O=C(NCCCn1ccnc1)c1ccc(S(=O)(=O)N2CCOCC2)cc1,0,-4,-9,-3,-5,-2,-3,-6
CCN1CCN(c2ccc(N3CCN(S(=O)(=O)c4ccc(C)c([N+](=O)[O-])c4)CC3)nn2)CC1,-18,10,-5,-3,-6,28,-2,2
Cn1c(=O)c([N+](=O)[O-])c(N2CCSCC2)c2ccccc21,-22,-1,1,3,-2,3,17,-8
Cc1ccccc1OCCSc1nc(N(C)C)nc(N(C)C)n1,8,3,3,0,-1,12,0,5
O=C(c1ccc(S(=O)(=O)Nc2ccccc2F)cc1)N1CCN(c2ccccc2O)CC1,18,4,10,0,8,4,17,-4
CC1CCC(NC(=O)c2cc(Cl)nc3ccccc23)CC1 (stereo not given),-24,4,4,-10,-8,-28,-30,0
COc1ccccc1NC(=O)c1ccccc1NS(=O)(=O)c1cccs1,4,-5,1,-3,2,17,8,18
O=C(NC(NC(=S)Nc1c(Cl)cc(Cl)cc1Cl)C(Cl)(Cl)Cl)OCc1ccccc1 (stereo not given),-8,21,-13,6,-8,14,-9,-6
Cc1ccccc1C(=O)c1cccn1CC(=O)N1CCCCCC1,11,2,4,5,-1,8,4,4
O=C(Nc1ccc(NC(=O)c2cccs2)c(Cl)c1)c1cccs1,19,3,50,53*,-1,-48,-14,5
O=c1c(Cc2ccccc2)c(O)nc2n1CCCS2,16,2,-8,-8,-13,-2,11,13
COC(=O)CC#N,11,-5,12,5,-6,19,3,2
Cc1cccc(NC(=O)C2CCN(S(=O)(=O)c3cccc4cccnc34)CC2)c1,11,1,9,-1,1,2,2,13
COCCN1C(=O)N(c2cccc(C)c2)C(=O)C1CC(=O)Nc1cc(OC)cc(OC)c1 (stereo not given),12,0,-3,-11,5,-3,9,0
S=C(NCCc1ccccc1)NC1CCCCCC1,-123,11,5,-1,-2,-94,-66,-1
CCOC(=O)C1CCN(C(=O)C2c3ccccc3C(=O)N(C)C2c2ccc(OC)cc2)CC1 (stereo not given),20,3,-1,-7,-3,6,-1,8
Cc1ccccc1-n1nnc2c(=O)oc3ccccc3c21,11,8,-6,-6,2,4,-7,-7
Cc1ccc2cc(CCNC(=O)c3cc4ccccc4o3)c(=O)[nH]c2c1C,7,16,-3,-1,14,24,3,2
COc1cc2[nH]c(=S)nc(NCCc3ccc(S(N)(=O)=O)cc3)c2cc1OC,18,-9,3,-1,17,6,6,12
S=C(NCc1ccncc1)Nc1ccc(Cl)cc1,0,3,3,6,-15,-3,-1,10
Cc1cc(C(=O)N2CCN(C/C=C/c3ccccc3)CC2)no1,7,-7,1,4,5,2,5,4
CCC(C)NC(=O)c1c(N)n(/N=C/c2cccnc2)c2nc3ccccc3nc12 (stereo not given),14,16,-10,-1,1,11,7,30
COc1ccc(S(=O)(=O)N2CCC(C(=O)NCCC(=O)Nc3ccc(Cl)cc3)CC2)cc1,6,2,-16,-13,-6,10,-1,-2
CC(=O)Nc1cccc(NC(C)=O)n1,0,5,-4,-4,-4,-6,-22,-11
CCOC(=O)C1CCCN(C(=O)c2cc(=O)c3ccccc3o2)C1 (stereo not given),-6,0,3,-1,1,-8,-8,2
COc1ccc(C(=O)C2CCCN(C(=O)/C=C/c3cnc[nH]3)C2)c(C)c1 (stereo not given),-8,4,-7,-12,1,-3,-1,0
COc1ccc(OC)c(S(=O)(=O)N2CCC3(CC2)OCCN3S(=O)(=O)c2ccccc2)c1,19,13,16,-6,-6,0,3,2
CC(=O)Nc1cccc(-c2cc(-c3c(Cl)cccc3Cl)no2)c1,-3,-2,6,5,2,-7,3,10
Cc1ccc(N(CN2C(=O)c3ccccc3C2=O)C(=O)c2ccc([N+](=O)[O-])cc2[N+](=O)[O-])cc1,15,0,-3,0,1,10,5,0
O=C(CCCO)N/N=C/c1cc(Br)ccc1O,-54,0,-9,-5,-14,8,22,-11
O=C(CSc1nc(O)cc(=O)n1-c1ccccc1)Nc1ccccn1,18,-3,-5,5,-1,-6,12,-12
Clc1ccc(C=NC23CN4CN(CN(C4)C2)C3)cc1,18,-16,8,4,-3,3,10,3
Cc1ccc(-c2nn(-c3ccccc3)cc2NC(=O)c2ccccc2)cc1,-40,0,4,0,-7,-19,-21,6
Cc1cccc(C)c1OCC(=O)Nc1ccncc1,10,0,1,0,-2,-3,6,-3
CCOC(=O)c1c(C)[nH]c(C=Nc2ccccc2)c1O,5,11,8,1,/,/,-5,-6
Cn1nc(C(F)(F)F)c(-c2cccc(C(F)(F)F)c2)c1NC(=O)c1nccnc1C(=O)O,6,-11,7,-4,-6,2,3,4
Cc1cc(N2CCN(C(=O)c3ccco3)CC2)n2nc(-c3cccc(Cl)c3)cc2n1,8,20,-3,2,-7,20,11,38
CCNC(=S)N/N=C/c1sccc1C,-5,-5,-12,7,/,/,-10,-5
COc1cc2c(cc1OC)CN(C(=O)Nc1ccccc1)CC2,0,-14,2,-3,-4,8,1,8
Cc1cc(C)c(C(=O)COC(=O)c2cccc(S(=O)(=O)NCc3ccccc3)c2)cc1C,-36,21,-7,5,-2,-9,-19,-1
COCC1CCN(C(=O)C2CCN(c3nc(-c4ccccc4)nc4c3CCC4)CC2)C1 (stereo not given),-21,-3,-10,11,-5,14,14,-8
O=C(NCC1COCCO1)c1cc(COc2c(F)cccc2F)on1 (stereo not given),-11,2,-12,-9,-1,-14,-3,-5
O=C(NCc1ccccc1Cl)C(=O)NCC1OCCN1S(=O)(=O)c1cccs1 (stereo not given),3,9,6,11,-4,-1,-7,2

4 of the compounds above, as labelled records.
> S=C(NCc1ccncc1)Nc1ccc(Cl)cc1
  697 NFkB inh: 0 | Apaf1 inhib: 3 | SENP8 inh: 3 | SENP7 inh: 6 | HKDC1 inhibitor: -15 | Gli-Sufu antag: -3 | Jurkat NFkB inh: -1 | UBC13 inh: 10

> CCOC(=O)c1c(C)[nH]c(C=Nc2ccccc2)c1O
  697 NFkB inh: 5 | Apaf1 inhib: 11 | SENP8 inh: 8 | SENP7 inh: 1 | HKDC1 inhibitor: / | Gli-Sufu antag: / | Jurkat NFkB inh: -5 | UBC13 inh: -6

> COCC1CCN(C(=O)C2CCN(c3nc(-c4ccccc4)nc4c3CCC4)CC2)C1 (stereo not given)
  697 NFkB inh: -21 | Apaf1 inhib: -3 | SENP8 inh: -10 | SENP7 inh: 11 | HKDC1 inhibitor: -5 | Gli-Sufu antag: 14 | Jurkat NFkB inh: 14 | UBC13 inh: -8

> O=C(CCCO)N/N=C/c1cc(Br)ccc1O
  697 NFkB inh: -54 | Apaf1 inhib: 0 | SENP8 inh: -9 | SENP7 inh: -5 | HKDC1 inhibitor: -14 | Gli-Sufu antag: 8 | Jurkat NFkB inh: 22 | UBC13 inh: -11

The list continues:
structure,697 NFkB inh,Apaf1 inhib,SENP8 inh,SENP7 inh,HKDC1 inhibitor,Gli-Sufu antag,Jurkat NFkB inh,UBC13 inh
Cc1ccc(S(=O)(=O)N2CCN(c3nc(CN4CCCC4)nc4sc(C)c(C)c34)CC2)cc1,-5,48*,-3,7,3,0,4,18
CCOC(=O)c1c(C)nc2c(c1-c1ccccc1)C(=O)CCC2,-1,-6,5,7,-1,-2,-9,0
CCCN(CC(=O)Nc1ccccc1Br)CC(=O)Nc1ccc(F)c(F)c1F,0,15,-6,-6,-10,4,-14,-8
N#CCC(=O)NNC(=S)Nc1ccccc1C(F)(F)F,19,-5,2,0,0,4,1,-9
COc1cccc(CNCC(=O)NC(=O)NC2CCCC2)c1,27,-6,-5,6,-4,1,5,13
CCn1c(COc2ccccc2)nnc1SCC(=O)Nc1cc(C)ccc1OC,-1,11,-4,-14,0,-1,-6,-4
Cc1ccc(Oc2ccc(N)cc2)cc1,-39,3,3,1,0,1,11,1
COc1cnn(-c2cc(Oc3ccc(C)cc3)ncn2)c(=O)c1Cl,18,4,3,8,-1,16,14,2
N#C/C(C(=O)N1CCCCC1)=C1/N=C(N)c2ccccc21,-3,0,0,3,7,28,-2,-2
COc1ccc(OCC(=O)NNC(=O)c2ccc3c(=O)n4c(nc3c2)CCC4)cc1,4,-8,-4,1,-3,0,1,-2
COc1ccc(CNC(=O)COc2ccc(OC)cc2)cc1,2,1,1,5,-3,8,0,2
COc1ccc2c(c1)C(C1C(=O)CCCC1=O)c1ccccc1O2 (stereo not given),17,-10,2,-9,-11,0,6,5
Cc1ccc(CCNC(=O)CCS(=O)(=O)c2ccc(Br)cc2)cc1,-1,-3,-2,4,-6,-14,-1,10
O=C(Nc1ccccc1)N(CCc1ccncc1)C1CCCCC1,7,1,9,-2,-2,-5,-7,2
CN(CCOc1ccc(Cl)cc1)C(=O)c1ccc2c(=O)n3c(nc2c1)CCC3,4,0,7,-12,-8,3,13,-5
Cc1ccc(S(=O)(=O)NC(=O)N2CCCN(Cc3ccc(F)cc3)CC2)cc1,11,-7,-5,-3,-5,6,9,4
CCN1CCc2c(sc(NC(=O)C3CCCCC3)c2C(=O)OC)C1,-7,2,-13,-3,1,8,-4,-2
CS(=O)(=O)N(CC(=O)N1CCCCCC1)c1cccc([N+](=O)[O-])c1,3,2,17,-4,-3,1,-5,-3
COc1ccc(C2NCCc3c2[nH]c2ccccc32)cc1COc1ccc(F)cc1 (stereo not given),22,-6,-9,1,5,10,-4,47*
COc1ccccc1NC(=O)Cc1cccc2ccccc12,-17,12,2,12,-4,6,-15,-5
CC(C)C(=O)Nc1ccc(C(=O)NNC(=O)c2cccs2)cc1,-1,4,0,-1,-6,28,-5,4
N#CCC(CNc1ncc(C(F)(F)F)cc1Cl)OC(=O)c1ccc(Cl)cc1Cl (stereo not given),-5,18,-4,-2,-4,10,70*,5
CC(=O)c1sc(NC(=O)CCOc2ccccc2)nc1C,-18,5,2,-12,-3,-16,-7,-10
Cc1ccc(C)c(-n2sc3ccc(F)cc3c2=O)c1,2,-2,-1,6,4,12,-1,-12
CC(=O)Nc1ccccc1NC(=O)C/C(C)=N/NC(=O)c1ccccn1,-13,-5,5,5,-11,-7,3,-6
COC(=O)CSc1[nH]c2cc(C)ccc2c1[N+](=O)[O-],19,-7,-6,9,-2,/,1,18
COc1cccc(N2CC(NS(=O)(=O)c3ccc(Cl)cc3)CC2=O)c1 (stereo not given),1,7,-6,2,8,3,16,5
CCOC(=O)N1CCN(c2c(N3CC=C(c4ccccc4)CC3)c(=O)c2=O)CC1,-3,12,6,1,-2,-3,-2,1
